SR-BI DiI-HDL act: SR-BI HDL lipid transfer activation. AID 504775. CHO ldlA[mSR-BI] cells, DiI-HDL uptake fluorescence, 3 h; 100 = double the neutral-control signal. 320,000 compounds, 0.096% hits. activation, % at 12.5 µM;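 active = mean replicate activation of at least 60% and every replicate at or above 60%; inconclusive = mean or all-replicate condition met, but not both; inactive = mean below 60% and not all replicates reaching 60%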;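 also: 0% = median plate neutral-control signal and 100% = twice that signal; values of inactives mirror those of a sister screen read the other way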
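Test system: SR-BI-overexpressing, LDLR-lacking CHO cells; Medium: Ham's F12 with 0.5% BSA, HEPES 25 mM, pH 7.4; Schedule: 3 h, 37 °C; Technique: bottom-read fluorescence, 550/595 nm.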
SR-BI DiI inh: inhibitors of mouse SR-BI mediated HDL lipid uptake; inhibition, % at 12.5 µM; 320,000 compounds, 0.96% hits; Q61009; ldlA[mSR-BI] CHO cells, DiI-HDL uptake fluorescence, 3 h;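 active = mean replicate inhibition of at least 70% and a set share of replicates each scoring 70 or more; inconclusive = meets just one of the two criteria; inactive = fails both criteria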;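 also: 0% = median of neutral control wells and 100% = median of positive control wells; values of inactives mirror those of a sister screen read the other way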
CAL PDZ FP-1: human CAL PDZ-peptide interaction inhibition; 330,000 compounds, 0.02% hits; purified CAL PDZ, TMR-peptide fluorescence polarization, 1 h; AID 504414; Q9HD26; inhibition, % at 20 µM;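 active = highest replicate inhibition of at least 40%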;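 also: plate controls were DMSO neutral control wells for no effect and unlabeled competitor peptide control wells for full effect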
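System: tagged CAL PDZ domain. Schedule: 1 h room-temperature incubation prior to read. Signal: fluorescence polarization (mP). Measure: percent inhibition from loss of millipolarization.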
PvdQ acylase: blocks Pseudomonas aeruginosa PvdQ acylase activity. inhibition, % at 10 µM. 340,000 compounds, 0.063% hits. purified PvdQ acylase, fluorescence plate reader. AID 488965; in the data active = inhibition above about 30%, passing the limit was not always enough; inconclusive = no clear call, values can overlap the other calls;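 also: 0% = vehicle neutral wells and 100% = reference inhibitor wells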
Rtt109 Vps75: inhibitors of Candida albicans Rtt109/Vps75 histone acetyltransferase; purified Rtt109/Vps75, ThioGlo CoA-SH fluorescence, 4 h; AID 540336; Q5AAJ8; 330,000 compounds, 0.16% hits; inhibition, % at 34.9 µM;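 active = inhibition of at least 50% in every replicate; inconclusive = best replicate reaches 50% inhibition but some replicates fall short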
MITF TRPM1 HTS: activators of MITF-driven TRPM1 promoter activity in SK-MEL-5 cells | 300,000 compounds, 0.75% hits | AID 588334 | activation, % at 12.5 µM | SK-MEL-5 TRPM1-promoter luciferase, 24 h; % of positive control, neutral wells = 0;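 active = mean activation of at least 80% with every replicate also reaching 80%; inconclusive = mean reaches 80% but some replicate falls short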;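 also: 0% = neutral control wells and 100% = parthenolide positive control wells; values of inactives mirror those of a sister screen read the other way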
CAL PDZ FP-2: blocks peptide binding to the human CAL PDZ domain; purified CAL PDZ, TMR-peptide fluorescence polarization, 1 h; inhibition, % at 24.9 µM; 300,000 compounds, 0.92% hits; AID 602252;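 active = mean inhibition of at least 30% with at least half of replicates also reaching 30%; inconclusive = no clear call, values can overlap the other calls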;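 also: 0% = DMSO neutral control and 100% = excess unlabeled competitor peptide PRC23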
PfHsp90 set2: inhibits growth of yeast expressing Plasmodium falciparum Hsp90. S. cerevisiae expressing PfHsp90, BacTiter-Glo ATP, 48 h; yeast lacking PDR1 and PDR3 efflux regulators. 310,000 compounds, 0.32% hits. inhibition, % at 9.4 µM. AID 504621;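 active = every replicate shows inhibition above about 80%, whatever the replicate mean, limit read from the data; inconclusive = mean inhibition reaches the set limit but some replicate falls short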;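 also: 0% = DMSO neutral controls and 100% = 20 µM radicicol positive controls; yeast relying on Plasmodium falciparum Hsp90 in place of its own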
dFosB act: activators of mouse delta FosB homodimer; P13346; purified delta FosB, TAMRA-CDK5 oligo fluorescence polarization; percent of positive-control signal above neutral wells; activation, % at 25 µM; 340,000 compounds, 0.99% hits; AID 493131;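 active = mean activation above about 17%, with every replicate also reaching it, limit read from the data, passing the limit was not always enough; inconclusive = only one of the two conditions met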;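 also: fluorescence polarization rise as delta FosB binds a TAMRA Cdk5 AP-1 oligo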
NSD2 inh: blocks human histone methyltransferase NSD2; 310,000 compounds, 0.54% hits; O96028; inhibition, % at 12.5 µM; AID 743445; NSD2 peptide methylation, AlphaScreen, 120 min; in the data active = inhibition above about 50%
Target sequence (O96028 whole entry, looked up): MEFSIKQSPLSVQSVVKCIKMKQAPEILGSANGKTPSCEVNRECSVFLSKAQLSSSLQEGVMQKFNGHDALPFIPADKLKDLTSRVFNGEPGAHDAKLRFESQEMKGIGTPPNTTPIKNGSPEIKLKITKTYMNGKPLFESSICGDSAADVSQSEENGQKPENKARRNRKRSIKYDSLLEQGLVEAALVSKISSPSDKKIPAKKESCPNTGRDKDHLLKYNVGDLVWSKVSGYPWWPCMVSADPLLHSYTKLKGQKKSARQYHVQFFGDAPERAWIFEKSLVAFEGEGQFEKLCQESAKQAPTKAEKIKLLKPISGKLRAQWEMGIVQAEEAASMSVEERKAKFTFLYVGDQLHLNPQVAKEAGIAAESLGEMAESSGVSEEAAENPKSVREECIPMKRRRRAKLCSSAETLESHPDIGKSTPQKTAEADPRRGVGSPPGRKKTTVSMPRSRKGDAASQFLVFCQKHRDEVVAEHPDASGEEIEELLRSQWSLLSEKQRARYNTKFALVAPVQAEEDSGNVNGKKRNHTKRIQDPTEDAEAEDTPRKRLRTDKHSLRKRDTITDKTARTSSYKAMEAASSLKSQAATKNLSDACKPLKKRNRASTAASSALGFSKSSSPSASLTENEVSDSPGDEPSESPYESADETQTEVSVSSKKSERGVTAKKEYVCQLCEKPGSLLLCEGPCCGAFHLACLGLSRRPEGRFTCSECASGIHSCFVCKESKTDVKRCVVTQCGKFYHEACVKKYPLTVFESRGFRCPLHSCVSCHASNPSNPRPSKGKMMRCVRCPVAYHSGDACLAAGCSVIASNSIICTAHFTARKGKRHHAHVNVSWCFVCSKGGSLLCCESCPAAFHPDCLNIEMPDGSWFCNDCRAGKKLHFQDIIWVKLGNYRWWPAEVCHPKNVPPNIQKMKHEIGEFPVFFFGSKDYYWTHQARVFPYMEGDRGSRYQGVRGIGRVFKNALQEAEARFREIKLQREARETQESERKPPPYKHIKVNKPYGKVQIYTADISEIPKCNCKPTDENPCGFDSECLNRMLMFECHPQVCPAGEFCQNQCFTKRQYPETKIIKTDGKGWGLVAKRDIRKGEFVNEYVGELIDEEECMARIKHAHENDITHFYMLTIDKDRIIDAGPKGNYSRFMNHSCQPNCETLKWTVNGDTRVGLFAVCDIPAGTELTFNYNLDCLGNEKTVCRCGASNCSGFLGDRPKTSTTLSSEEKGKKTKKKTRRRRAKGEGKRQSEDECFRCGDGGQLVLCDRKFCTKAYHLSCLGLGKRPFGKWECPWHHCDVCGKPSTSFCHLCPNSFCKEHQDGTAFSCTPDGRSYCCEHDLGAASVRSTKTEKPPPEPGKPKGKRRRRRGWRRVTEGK
* hit, by the source's call; ? = inconclusive; / = not tested or not shown.

SR-BI DiI-HDL act,SR-BI DiI inh,CAL PDZ FP-1,PvdQ acylase,Rtt109 Vps75,MITF TRPM1 HTS,CAL PDZ FP-2,PfHsp90 set2,dFosB act,NSD2 inh,smiles
-3,3,1.1,-6,0,8,-3,10,-8,0,Cc1cc(Br)ccc1NC(=O)CN(C)C(=O)CN1C(=O)NC(C)(C2CC2)C1=O (configuration not stated)
11,-11,-0.8,4,7,-5,-5,21,8,3,COc1ccc([N+](=O)[O-])cc1NC(=O)Cn1ccc(C(F)(F)F)n1
21,-21,-0.8,5,-2,3,-1,-8,1,-1,CCOc1ccc(S(=O)(=O)c2c[nH]c3ccc(C)cc3c2=O)cc1
-6,6,-0.4,-26,2,7,1,1,-13,-4,COc1ccc(NC(=S)NCCSc2ccc(C)cc2)c(OC)c1
4,-4,-0.8,4,-3,-12,-2,/,-6,-4,CCN(CC(=O)Nc1ccc(NC(C)=O)cc1)C(=O)c1cccc(-n2cccc2)c1
2,-2,-2.1,3,/,-3,-3,6,-5,0,Cc1cc(C)c2c(=O)[nH]c(SCC(=O)N(C)C)nc2n1
/,/,-0.9,-12,-9,-8,0,-18,6,-2,CCCCOC(=O)NCN1C(=O)C2C3C=CC(C3)C2C1=O (configuration not stated)
-1,1,-1.8,-16,3,/,-15,3,0,12,CS(=O)(=O)Nc1nnc(CCc2ccccc2)s1
/,/,-2.7,-12,-3,0,1,-16,-5,17,O=C(CC1NCCNC1=O)OCc1ccccc1 (configuration not stated)
-4,4,-4.7,-14,6,/,57*,3,-29,/,O=C(Nc1ccccc1Cl)N1CCN(c2ccc3nnc(-c4ccccc4)n3n2)CC1
6,-6,0.3,-3,-2,/,/,-4,-5,4,O=C(NC(=S)N1CCN(C/C=C/c2ccccc2)CC1)c1cccnc1
7,-7,0.0,2,/,-4,-2,24,-2,/,CCCCc1nnc(NC(=O)Cc2ccc(OC)c(S(=O)(=O)N3CCOCC3)c2)s1
-50,50,-0.9,-3,11,-13,28,16,-14,3,COc1ccc(/C=N/Nc2cc(C)nc(-n3nc(C)cc3C)n2)cc1
22,-22,-1.0,-10,-5,1,-3,17,-2,/,CCC(C)[C@H](NC(=O)Nc1ccc(C)cc1C)C(=O)O (some centres not stated)
-16,16,-3.0,-18,0,-6,/,17,1,-4,CCC1Oc2ccccc2N(CC(=O)Nc2ccccc2OC)C1=O (configuration not stated)
6,-6,-0.5,2,7,0,-3,7,-4,-2,CC1(C)Cn2c(nnc2-c2ccccc2)S1
-12,12,-0.8,-15,0,/,-5,/,-2,-6,COCC(=O)Nc1sc2c(c1C(=O)OC)CCC(C)C2 (configuration not stated)
15,-15,-1.8,4,21,-15,/,-5,-8,1,CN(c1ccccc1)c1nc(N)c(C#N)c(CC#N)c1C#N
-45,45,-0.7,-13,5,-3,-2,29,-22,/,CCN1C(=O)C(CC(=O)Nc2ccc(OC)cc2)N(CCCN2CCN(c3ccc(F)cc3)CC2)C1=S (configuration not stated)
-12,12,/,5,3,/,-3,/,3,12,CCCN1C2CCCC1CC(NC(=O)Nc1cccc(C(C)=O)c1)C2 (configuration not stated)

Looked up one by one from the entries so far (3):
SR-BI DiI-HDL act,SR-BI DiI inh,CAL PDZ FP-1,PvdQ acylase,Rtt109 Vps75,MITF TRPM1 HTS,CAL PDZ FP-2,PfHsp90 set2,dFosB act,NSD2 inh,smiles
-16,16,-3.0,-18,0,-6,/,17,1,-4,CCC1Oc2ccccc2N(CC(=O)Nc2ccccc2OC)C1=O (configuration not stated)
4,-4,-0.8,4,-3,-12,-2,/,-6,-4,CCN(CC(=O)Nc1ccc(NC(C)=O)cc1)C(=O)c1cccc(-n2cccc2)c1
-4,4,-4.7,-14,6,/,57*,3,-29,/,O=C(Nc1ccccc1Cl)N1CCN(c2ccc3nnc(-c4ccccc4)n3n2)CC1

Next structures.
SR-BI DiI-HDL act,SR-BI DiI inh,CAL PDZ FP-1,PvdQ acylase,Rtt109 Vps75,MITF TRPM1 HTS,CAL PDZ FP-2,PfHsp90 set2,dFosB act,NSD2 inh,smiles
8,-8,-0.9,-12,-2,/,-1,/,-7,-10,CC(C(=O)OCn1nnc2ccccc2c1=O)N1C(=O)c2ccccc2C1=O (configuration not stated)
-12,12,-0.4,-7,-7,-4,-4,-2,0,-2,CN(C)N1C(N)=C(C#N)C(c2ccc(Br)cc2)C2=C1CC(C)(C)CC2=O (configuration not stated)
34,-34,-2.5,-3,-6,-3,-3,-21,0,-2,COc1cc(C(=O)NCC(c2ccco2)N2CCOCC2)cc(OC)c1OC (configuration not stated)
24,-24,1.1,-7,-1,-10,-5,-28,-5,3,COc1cccc(C(=O)/C=C/c2ccc(N3CCCCC3)c([N+](=O)[O-])c2)c1
-10,10,0.1,-1,4,-7,-2,12,-8,-1,CCCCNC(=O)c1cccc(NC(=O)C(=O)c2ccccc2NC(C)=O)c1
9,-9,0.8,9,8,-8,-1,2,-1,23,CCCCCn1cnc2c(=S)nc(N)[nH]c21
3,-3,/,-7,7,/,-5,/,-3,/,CC(=O)Nc1ccccc1OCC(=O)c1cc(C)n(Cc2cccs2)c1C
21,-21,1.0,8,1,0,6,2,2,-7,Cc1cc(C)c(S(=O)(=O)Nc2cc(C)on2)c(C)c1
22,-22,0.3,-9,-2,-26,-2,-15,-4,/,CC(=O)N1/C(=C/c2ccc(N(C)C)cc2)C(=O)c2ccccc21
-41,41,-0.4,0,2,8,-1,-2,-2,0,CC(=O)c1cccc(NC(=S)NC(=O)CC(C)(C)C)c1
25,-25,-3.5,-3,2,4,6,2,4,-2,O=C(N/C(=C\c1ccccc1)C(=O)N1CCN(CCO)CC1)c1ccccc1
19,-19,-0.9,-9,-9,63,-2,-42,-18,2,O=C(Nc1nnc(SCc2ccccc2)s1)C1=COCCO1
-73,?,-1.1,1,11,-7,-1,-18,-9,4,O=C(Nc1ccccc1N1CCOCC1)c1cc(-c2ccco2)nc2ccccc12
-25,25,-0.6,-7,-3,6,/,/,2,-4,Nc1nc(Br)c2ccccc2c1-c1ccc(F)cc1
12,-12,-1.8,-10,-2,-11,-2,23,-7,-1,Cc1c(NC(=O)c2ccc(Cl)c(S(=O)(=O)N3CCOCC3)c2)c(=O)n(-c2ccccc2)n1C
5,-5,-1.1,6,-6,9,6,-4,-2,1,O=C(CSc1n[nH]c(-c2ccncc2)n1)c1cccc([N+](=O)[O-])c1
/,/,-1.8,-13,-5,-4,0,-9,-2,1,O=C(NC1CCCC1)C(c1ccccn1)N(C(=O)c1csnn1)c1ccc(F)cc1 (configuration not stated)
7,-7,0.3,-3,-3,-16,9,-35,-17,-1,O=C(NCc1ccc(F)cc1)c1ccc(S(=O)(=O)Nc2cccc(C(F)(F)F)c2)cc1
1,-1,-1.7,-14,1,-5,0,20,-6,3,CC(=O)c1ccc(S(=O)(=O)Nc2ccc(-n3cnnn3)cc2)cc1
8,-8,-2.4,-15,10,13,1,-20,-6,0,O=C(CSc1ccc(Cl)cc1)Nc1nnc(-c2ccco2)o1

More results:
SR-BI DiI-HDL act,SR-BI DiI inh,CAL PDZ FP-1,PvdQ acylase,Rtt109 Vps75,MITF TRPM1 HTS,CAL PDZ FP-2,PfHsp90 set2,dFosB act,NSD2 inh,smiles
-16,16,-2.9,5,1,-18,-1,3,-3,0,Cc1cc2nc(C3CCCN(C(=S)Nc4ccccc4)C3)[nH]c2cc1C (configuration not stated)
1,-1,-1.6,-7,-6,0,/,-7,5,-2,COc1ccc(NS(=O)(=O)c2cccc(C(=O)OCC(=O)NC3CC3)c2)cc1
30,-30,-1.5,-16,-1,4,-1,9,-4,-1,CNC(=O)N(O)C1N(/N=C/c2cccnc2)C(=S)SC1(C)C (configuration not stated)
-5,5,-0.1,-8,-2,3,0,-17,-7,-1,COc1ccc(CNC(=O)COC(=O)c2cccc(S(=O)(=O)N3CCOCC3)c2)cc1
-7,7,-3.8,9,8,-6,0,9,1,16,CC1Cc2ccccc2N1C(=O)COC(=O)C1=COCCO1 (configuration not stated)
13,-13,0.2,-5,-8,/,/,8,-5,-1,CC(C)Oc1ccc(C(CC(=O)O)NC(=O)C2CCCCC2)cc1 (configuration not stated)
22,-22,-1.3,-12,1,5,-16,-29,-10,-16,COc1cc(C2NC(=O)NC3=C2C(=O)OC3)cc(OC)c1OC (configuration not stated)
-6,6,-1.9,-4,-4,9,-1,4,-4,-4,CCOCCCNC(=O)C(c1ccccc1)N(Cc1ccc2c(c1)OCO2)C(=O)CNC(C)=O (configuration not stated)
-7,7,-2.4,-13,2,-6,-3,28,-8,13,Cn1cccc1/C=N\NC(=O)C1COc2ccc(C(C)(C)C)cc2O1 (configuration not stated)
-13,13,-8.1,0,2,43,0,7,-29,/,CN(C)CCCN(C(=O)c1ccco1)c1nc2ccc(Cl)cc2s1
-78,?,-0.6,-14,-12,-9,16,-26,-8,38,COc1ccccc1CNC(=O)CNC(=O)c1cn(-c2ccccc2OC)c(=O)c2ccccc12
-3,3,-1.1,-15,-8,2,-1,-4,-4,/,O=C(NCc1cccnc1)c1ccc(CS(=O)(=O)c2ccc(Cl)cc2)o1
21,-21,0.2,-12,-5,-1,/,-6,-2,-3,COCCC1CCCCN1C(=O)c1ccc(OC)c(OC2CCN(C(C)=O)CC2)c1 (configuration not stated)
10,-10,-0.6,-2,2,2,-2,-6,-1,34,Cc1nc(CN2CCCCC2)c(O)c(=O)[nH]1
2,-2,-1.5,10,4,20,-2,-1,2,1,CCN(C(=O)COC(=O)/C=C/c1nc2ccccc2s1)c1c(N)n(Cc2ccccc2)c(=O)[nH]c1=O
7,-7,-1.4,-6,2,-6,-2,-25,-3,-8,O=C(N/C(=C\c1ccc2c(c1)OCO2)C(=O)N1CCOCC1)c1ccccc1Br
-7,7,-2.8,14,-6,2,-5,-14,-13,-4,CCCCC(C(=O)NC1CCCC1)N(C(=O)c1snc(C(N)=O)c1N)c1ccc(C)cc1 (configuration not stated)
11,-11,-0.7,17,3,-8,-4,7,0,1,O=C(CN1C(=O)c2ccccc2C1=O)NCCOc1ccccc1
/,/,-1.7,4,-4,-12,/,-6,-2,-2,COc1cccc(C2C(C(=O)OC(C)C)=C(C)N=c3s/c(=C\c4ccc(C(=O)O)cc4)c(=O)n32)c1 (configuration not stated)
-19,19,-0.6,-5,-5,/,-3,-8,-6,1,O=C(NCc1ccc(/C=N\NC(=O)C(=O)Nc2ccccc2Br)o1)C(=O)Nc1ccccc1
9,-9,1.2,-19,-10,6,-3,15,6,-1,CC(C)c1nc2n[nH]c(N)c2c2c1CSC(C)(C)C2
7,-7,/,13,-12,-3,-1,5,-12,-2,CCc1cccc(NC(=O)CN(C)S(=O)(=O)c2cnc[nH]2)c1
10,-10,-1.2,-9,5,11,3,-6,-6,2,COc1ccc(OC)c(C2Nc3ccccc3NC3=C2C(=O)CC(C)(C)C3)c1 (configuration not stated)
